Screening data: PubChem BioAssay, Sanford-Burnham Center for Chemical Genomics
tim23-1 inh: growth inhibitors of tim23-1 mutant yeast. S. cerevisiae tim23-1 growth, BacTiter-Glo luminescence, 24 h. inhibition, % at 20 µM. actives 1.3% (n = 330,000). AID 463212;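 active = growth inhibition of the mutant yeast at or above 50%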;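 note: temperature-sensitive mutant grown at 25 °C; plate controls were DMSO-treated mutant yeast for no effect and medium wells lacking yeast for full effect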
UPR XBP1 act: adaptive UPR (XBP1) activation; CHO-XBP1 luciferase reporter, IRE1-XBP1 UPR activation, luminescence; percent of tunicamycin response, DMSO as zero; activation, % at 20 µM; actives 0.33% (n = 330,000); AID 463104;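 active = versus positive control, 20 µM dose yields 30% or more activation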;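 note: 100% = tunicamycin at 10 µg/mL and 0% = DMSO only wells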
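Assay system: IRE1-XBP1 luciferase reporter CHO line. Input: 1000 cells/well. Buffer or medium: F12 with 10% serum. Doses: 20 µM, 1% DMSO. Times: overnight seeding at 37 °C, 6 h compound treatment at 37 °C. Technique: Steady-Glo luciferase glow luminescence, 10 min after reagent addition.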
CHOP UPR activ: activators of apoptotic arm of unfolded protein response (CHOP). CHO-CHOP luciferase reporter, UPR activation, luminescence; percent of tunicamycin response over DMSO baseline. activation, % at 10 µM. actives 0.34% (n = 330,000). AID 449763;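 active = at 10 µM dose, activation of 40% or more, normalized to positive control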;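 note: 100% = tunicamycin at 10 µg/mL and 0% = DMSO alone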
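System: CHO-CHOP luciferase reporter cell line; amount: 500 cells/well; buffer or medium: F12 medium containing 10% fetal bovine serum; incubation: 6 h compound exposure at 37 °C after overnight seeding; measured by: luciferase luminescence after 10 min with Steady-Glo reagent; evaluation: % reporter activation, DMSO baseline versus tunicamycin full activation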
697 NFkB inh: inhibitors of the PMA/ionomycin-induced NF-kB reporter in 697 B cells; actives 0.33% (n = 330,000); 697 B-cell NF-kB luciferase reporter, 16 h; inhibition, % at 4 µM; in the data active = inhibition above about 35%
tim10-1 inh: inhibits growth of tim10-1 mutant yeast; AID 463190; actives 2.2% (n = 330,000); S. cerevisiae tim10-1 ts strain growth, BacTiter-Glo, 24 h; inhibition, % at 20 µM;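 active = inhibition of at least 40%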;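 note: mutant grown at 25 °C; 0% = DMSO wells with yeast and 100% = wells holding no yeast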
TIM10 inh: growth inhibitors of TIM10 yeast strain; actives 1.4% (n = 330,000); S. cerevisiae TIM10 strain growth, BacTiter-Glo luminescence, 24 h; inhibition, % at 10 µM; AID 463195;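 active = inhibition of 40% or more at the single tested concentration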;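 note: wild-type TIM10 isogenic control strain grown at permissive 25 °C; 0% = DMSO yeast wells and 100% = minimal medium wells without yeast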
Jurkat NFkB inh: lowers PMA/ionomycin-induced NF-kB signal in Jurkat cells; PMA/ionomycin-induced NF-kB luciferase reporter, luminescence; inhibition, % at 4 µM; AID 435003; actives 0.53% (n = 330,000); in the data active = inhibition above about 50%
Mdm2 MdmX PPI: disrupts the human Mdm2-MdmX interaction; O15151+Q00987; SaOS-2 split-luciferase Mdm2/MdmX complementation, luminescence; inhibition, % at 8 µM; actives 3% (n = 330,000); AID 485346;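 active = inhibition of at least 50% at 8 µM in the primary screen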
Target sequence (O15151 whole entry, looked up): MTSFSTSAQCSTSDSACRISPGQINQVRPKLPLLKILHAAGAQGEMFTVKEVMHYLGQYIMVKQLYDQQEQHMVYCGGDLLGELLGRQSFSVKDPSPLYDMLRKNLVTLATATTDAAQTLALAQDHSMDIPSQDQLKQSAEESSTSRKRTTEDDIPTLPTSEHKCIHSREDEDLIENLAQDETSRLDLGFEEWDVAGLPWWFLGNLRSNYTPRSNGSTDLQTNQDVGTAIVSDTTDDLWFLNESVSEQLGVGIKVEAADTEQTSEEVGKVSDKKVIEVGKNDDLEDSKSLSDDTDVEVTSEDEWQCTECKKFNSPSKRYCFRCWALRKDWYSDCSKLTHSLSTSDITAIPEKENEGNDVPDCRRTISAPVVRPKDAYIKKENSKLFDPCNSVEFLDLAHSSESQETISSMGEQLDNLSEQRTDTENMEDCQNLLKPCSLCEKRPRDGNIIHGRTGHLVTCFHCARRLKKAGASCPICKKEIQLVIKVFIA
Target sequence (Q00987 whole entry, looked up): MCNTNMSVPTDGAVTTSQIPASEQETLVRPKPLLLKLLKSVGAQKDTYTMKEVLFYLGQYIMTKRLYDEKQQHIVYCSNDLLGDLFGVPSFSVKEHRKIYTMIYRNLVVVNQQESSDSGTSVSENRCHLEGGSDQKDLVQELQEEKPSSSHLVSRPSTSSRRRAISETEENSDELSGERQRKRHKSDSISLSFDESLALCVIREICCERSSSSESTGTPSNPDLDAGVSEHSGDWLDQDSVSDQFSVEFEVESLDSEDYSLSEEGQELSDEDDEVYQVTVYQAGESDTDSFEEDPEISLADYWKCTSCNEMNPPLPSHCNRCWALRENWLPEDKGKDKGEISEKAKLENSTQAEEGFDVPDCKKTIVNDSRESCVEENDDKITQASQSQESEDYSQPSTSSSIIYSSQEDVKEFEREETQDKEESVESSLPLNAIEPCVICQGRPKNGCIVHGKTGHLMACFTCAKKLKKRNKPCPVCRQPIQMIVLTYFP
* marks the source's active call; other numbers are inactive results.

SMILES | tim23-1 inh | UPR XBP1 act | CHOP UPR activ | 697 NFkB inh | tim10-1 inh | TIM10 inh | Jurkat NFkB inh | Mdm2 MdmX PPI
Cc1ccc(C)c(OCC(=O)OCC(=O)Nc2c(C)nn(-c3ccccc3)c2C)c1 | 15 | 5 | -0.7 | 24 | 26 | -2 | -2 | 15
COc1ccc(-c2cc(C(F)(F)F)n3nc(C)cc3n2)cc1 | 13 | 2 | 1.9 | 2 | 19 | 13 | 5 | 6
CC(C)C(C)N(Cc1cccc(C(=O)O)c1)C(=O)c1ccc2ccccc2n1 (stereo not drawn) | 1 | -4 | -1.2 | -15 | 5 | 15 | -2 | -3
CCC(C)n1cnc2c(=O)oc3ccccc3c21 (stereo not drawn) | 2 | 3 | 0.9 | 4 | 9 | 1 | 12 | 20
COc1ccc(C(=O)NNC(=O)Cn2nnc(-c3ccc(OC)c(OC)c3)n2)cc1 | 4 | -1 | -0.3 | -8 | 13 | 10 | 5 | 3
CCOc1ccc(NC(=O)CSc2nnc(C3CC3)n2C)cc1S(=O)(=O)N1CCCCC1 | -10 | 2 | 0.6 | 1 | 11 | 10 | -9 | 10
Cc1ccc(S(=O)(=O)CCc2nc3ccccc3[nH]2)cc1 | 17 | 0 | -0.5 | 16 | 22 | 3 | 6 | 23
CCCOc1cccc(C(=O)Nc2cccc3ncccc23)c1 | 23 | -9 | 1.6 | 3 | 15 | 5 | -4 | 33
O=C1CC(=O)Nc2cc(S(=O)(=O)Nc3ccc(F)cc3Cl)ccc2N1 | -2 | -4 | 1.6 | 13 | -1 | -5 | 7 | 7
CC(=O)c1ccc(N2CCN(S(=O)(=O)c3ccc4ccccc4c3)CC2)cc1 | 23 | -2 | -1.2 | -8 | 8 | 13 | -10 | 9
COC(=O)c1[nH]c2cc(C)ccc2c1NC(=O)CN1CCN(c2ccccc2OC)CC1 | -6 | -5 | -2.0 | -27 | 25 | -2 | 17 | 25
CCN1C(=O)[C@@H]2[C@@H](c3ccc(-c4cccc(Cl)c4)c(OC)c3)N3CCCC[C@@]3(C(=O)OC)[C@@H]2C1=O | 17 | -2 | -2.8 | 5 | 4 | 17 | 10 | 21
Oc1cccc(/C=N/N2CCN(c3ccccn3)CC2)c1 | 7 | 0 | 2.9 | -20 | 7 | 2 | -42 | 6
N#Cc1ccc(Sc2nc3ccccc3[nH]2)cc1C#N | 23 | -1 | 0.2 | 1 | 21 | 2 | 2 | 15
O=C(CN1CCCC1)Nc1ccc(Cl)cc1C(F)(F)F | 7 | 1 | 2.7 | 9 | -12 | 1 | 4 | 8
O=C(/C=C/c1ccc(Cl)c([N+](=O)[O-])c1)Nc1ccc(N2CCCC2)c(Cl)c1 | 0 | 9 | 4.9 | -8 | 1 | -2 | -3 | 42
CC(C)NC(=O)CN(C(=O)CCC(=O)Nc1ccccn1)c1ccc(F)c(Cl)c1 | 4 | 3 | -0.6 | -7 | 0 | 8 | 4 | 1
Cc1ccc2cccc(OCc3ccccc3)c2n1 | 19 | -3 | 1.1 | -2 | 22 | 15 | 4 | 10
CCN(C[C@H]1N[C@@](C)(C(=O)OC)[C@H]2C(=O)N(Cc3ccccc3)C(=O)[C@@H]12)C(=O)c1ccccc1 | -2 | -2 | -1.5 | 15 | -2 | 1 | 8 | 9
CN1CCN(c2ccccc2NC(=O)c2ccc(Br)o2)CC1 | -4 | 2 | 0.0 | -25 | -4 | -23 | -9 | 3
C(=N\n1cnc2ccccc21)/c1cccnc1 | 11 | 2 | 1.4 | 10 | 15 | 8 | -17 | 2
c1ccc2c(c1)CCCN2Cc1nnc2n1CCCCC2 | 4 | 4 | 6.2 | -26 | 10 | -5 | -47 | -10
O=C(Nc1ccc(Nc2ccccc2)cc1)c1ccc(Cl)cc1 | 4 | -2 | 1.2 | -15 | -30 | -8 | -18 | 21
Cc1cccc(C(=O)OCC(=O)Nc2nnc(-c3ccccc3)o2)c1O | 9 | -2 | 0.9 | -2 | 0 | -14 | 5 | 7
COC(=O)c1ccc(NC(=O)CSc2nc3[nH]ncc3c(=O)[nH]2)cc1 | -25 | -1 | 0.4 | 10 | -5 | -19 | 16 | 19

Reprinted from the part before: 3 compounds, followed by the next part.
SMILES | tim23-1 inh | UPR XBP1 act | CHOP UPR activ | 697 NFkB inh | tim10-1 inh | TIM10 inh | Jurkat NFkB inh | Mdm2 MdmX PPI
O=C(Nc1ccc(Nc2ccccc2)cc1)c1ccc(Cl)cc1 | 4 | -2 | 1.2 | -15 | -30 | -8 | -18 | 21
Cc1cccc(C(=O)OCC(=O)Nc2nnc(-c3ccccc3)o2)c1O | 9 | -2 | 0.9 | -2 | 0 | -14 | 5 | 7
COC(=O)c1ccc(NC(=O)CSc2nc3[nH]ncc3c(=O)[nH]2)cc1 | -25 | -1 | 0.4 | 10 | -5 | -19 | 16 | 19
FC(F)(F)c1ccc(NC(=S)NCc2ccccc2)cc1 | 43 | 1 | 1.3 | 4 | 36 | 45* | 7 | 23
CCOC(=O)c1cc2nc(-c3ccco3)cc(C(F)(F)F)n2n1 | -2 | -2 | 1.0 | 11 | -3 | -8 | -3 | -2
O=C1[C@H]2[C@@H](c3ccc(F)cc3)N3C(=O)N(c4cccc(Br)c4)C(=O)[C@@]3(Cc3ccc(Cl)cc3)[C@H]2C(=O)N1C1CCCCC1 | 33 | 1 | 1.8 | -21 | 20 | 15 | 3 | 17
COc1ccc(OC)c(/C=N/NC(=O)C(O)c2ccccc2)c1 (stereo not drawn) | 5 | 0 | -1.4 | 21 | -5 | 0 | -9 | 19
CCC1CCc2sc(C(=O)N(C)CC(=O)Nc3ccc(N4CCOCC4)cc3)cc2C1 (stereo not drawn) | -14 | -1 | 1.1 | 6 | 7 | -71 | -5 | -3
CCn1c(CC(=O)Nc2ccc(F)cc2)nnc1SCC(=O)N1CCOCC1 | -1 | -4 | 0.3 | 8 | 2 | 10 | -14 | -4
Cc1nn(CC(=O)OC(C)C(=O)Nc2ccccc2[N+](=O)[O-])c(C)c1[N+](=O)[O-] (stereo not drawn) | 15 | 0 | 0.8 | 7 | 4 | -5 | 15 | 6
O=C(CCNS(=O)(=O)c1ccc(Br)cc1)NCc1cccs1 | 6 | -2 | -0.6 | -2 | -2 | -5 | -15 | 18
CCOC(=O)C1=C(C)NC(=O)NC1c1c(OCC(=O)N2CCCCC2)ccc2ccccc12 (stereo not drawn) | -1 | -2 | 0.2 | 1 | 6 | 6 | -6 | -1
O=C(NCCCN1CCCC1=O)Nc1ccccc1F | -4 | -4 | 2.7 | -10 | -11 | 11 | -9 | -6
O=C(O)c1ccc(-c2nnn(Cc3ccccc3F)n2)cc1 | 12 | -1 | -1.6 | 8 | -6 | 9 | 0 | 2
CC(C)N=C(Nc1ccc(Cl)cc1)c1cccnc1 | 3 | -2 | -1.4 | -17 | -17 | 8 | 6 | 20
CNC(=O)c1ccccc1Sc1ccccc1C#N | 3 | 1 | -1.0 | -13 | 5 | 1 | -14 | -5
Cc1ccc(SCC(=O)N2CC(C)OC(C)C2)cc1 (stereo not drawn) | 11 | 2 | -0.7 | 2 | 20 | -19 | -6 | -3
OC(COC(c1ccc(Cl)cc1)c1ccc(Cl)cc1)CN1CCc2ccccc2C1 (stereo not drawn) | 18 | 2 | -1.8 | -1 | 44* | 31 | 9 | 14
N=C1/C(=C\c2ccc(Br)o2)C(=O)N=C2SC(CC(=O)N3CCCCC3)=NN12 | 5 | -4 | 0.3 | 16 | 10 | -8 | 16 | 20
Cc1nnc(SCC(=O)N2CCOCC2)s1 | -6 | 0 | -0.1 | 30 | 5 | -9 | 1 | 10
CCn1nnnc1SCC(=O)N(C)C1CCS(=O)(=O)C1 (stereo not drawn) | -5 | -1 | -1.0 | 21 | -16 | 0 | 9 | 13
O=C(NC12CC3CC(CC(C3)C1)C2)c1ccc(-c2cccc(Cl)c2)o1 | 47 | 7 | 8.3 | -166 | 47* | 47* | -138 | 28
Cc1ccc(/C=N/NC(=O)NC23CC4CC(CC(C4)C2)C3)o1 | 23 | 10 | 2.3 | -61 | 21 | 28 | -37 | -13
O=C(NC1CCCC1)c1ccc(CS(=O)Cc2ccc(Cl)cc2)o1 (stereo not drawn) | 9 | -4 | 1.2 | 12 | 19 | -3 | 2 | 14
Cn1c(N2CCN(c3ccccn3)CC2)nc2c1c(=O)n(Cc1ccccc1Cl)c(=O)n2C | -11 | 3 | -2.2 | 4 | 14 | 14 | 42 | 45
CCOC(=O)C1C(C#N)=C(N)OC(C)=C1c1ccncc1 (stereo not drawn) | 7 | -4 | -1.8 | -2 | -1 | -7 | -3 | 4
Cc1ccc2cc(CCNC(=O)CC(C)C)c(=O)[nH]c2c1 | 14 | -2 | -0.5 | 8 | 8 | 9 | 2 | 9
O=C(COC(=O)CNC(=O)c1ccc(F)cc1)Nc1cccc(S(=O)(=O)N2CCCC2)c1 | 13 | -4 | -1.5 | 17 | 12 | 9 | -15 | 12

The listing continues.
SMILES | tim23-1 inh | UPR XBP1 act | CHOP UPR activ | 697 NFkB inh | tim10-1 inh | TIM10 inh | Jurkat NFkB inh | Mdm2 MdmX PPI
COc1ccc(-c2coc3cc(O)ccc3c2=O)cc1O | -8 | 2 | 1.4 | -20 | -31 | -7 | -77 | -91
Cc1cccc(NC(=O)Nc2ccc3c(c2)OCO3)n1 | 8 | 2 | 0.4 | -92 | 7 | 10 | -88 | -148
O=C(O)c1ccc2c(c1)C(=O)N(CCc1ccccc1)C2=O | -5 | -2 | -3.2 | -6 | -9 | 1 | 3 | 2
CCOc1cc(CNc2ccc3c(c2)CCC3)ccc1OC | 27 | 1 | -0.9 | 8 | 7 | 20 | -11 | -10
COC(=O)c1ccc(Cn2cnc3cnccc32)cc1 | 8 | -3 | 0.3 | 2 | 8 | -7 | 17 | 2
O=C(CSc1nc2cc(Cl)ccc2s1)N1CCN(C(=O)c2ccco2)CC1 | 21 | -2 | -2.6 | -1 | 24 | 18 | -2 | -21
CC1CC(C)CN(C(=O)COC(=O)c2ccc[nH]c2=O)C1 (stereo not drawn) | 6 | -5 | -2.2 | 13 | -3 | 3 | 10 | 18
CSc1nc(-c2ccco2)nn1S(=O)(=O)c1ccc(C)cc1 | 38 | -4 | 3.9 | 5 | 33 | 16 | -4 | -24
Cc1nn(C)cc1N1C(=O)c2cccc3c(N)ccc(c23)C1=O | 14 | 0 | -1.0 | 4 | 8 | 15 | 10 | 19
CCc1ccc(N2CC(C(=O)OCC(=O)Nc3ccc(C#N)cc3)CC2=O)cc1 (stereo not drawn) | 9 | -4 | -1.6 | 25 | 13 | 9 | 11 | 12
CC1CCN(S(=O)(=O)c2ccc3c(c2)NC(=O)CS3)CC1 | 46 | -3 | 1.7 | 14 | 42* | 23 | 3 | 16
COc1ccc(-n2c(SCC(=O)Nc3nccs3)nc3sc4c(c3c2=O)CCN(C)C4)cc1 | -2 | -4 | 0.9 | 1 | 1 | -1 | -11 | 5
O=c1n(Cc2ccccc2)c2cc(Cl)cnc2n1Cc1ccccc1 | 15 | 1 | -0.8 | -7 | 21 | 25 | 13 | -25
CC(c1ccccc1)C1CC(=O)N(c2cc(Cl)ccn2)C1=O (stereo not drawn) | 29 | 1 | 0.8 | 7 | 21 | 1 | -2 | 20
COc1ccc(Cc2nnc(SCC(=O)N(c3ccccc3)C(C)C)n(N)c2=O)cc1 | 3 | -1 | -0.1 | 0 | 6 | 12 | 13 | 7
COc1ccc(/C=N/Nc2ccc([N+](=O)[O-])cc2)cc1Cn1cc([N+](=O)[O-])cn1 | 2 | -2 | 2.5 | -31 | -2 | -15 | 4 | 16
N/C(=N\OC(=O)/C=C/c1ccccc1)c1ccccc1 | 77* | -2 | 0.4 | -156 | 43* | 45* | -101 | -39
